# TRPM1 prom inh: inhibitors of MITF-driven TRPM1 promoter in melanoma cells | actives 0.83% (n = 330,000) | SK-MEL-5 TRPM1 promoter luciferase, 24 h | inhibition, % at 12.5 µM;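 active = mean inhibition across replicates of 60% or more, whatever share of single replicates reaches that level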; note: values of inactives mirror those of a sister screen read the other way
# HIF-2a inh: blocks HIF-2a reporter activity | 786-0 RCC cells HIF-2a reporter, luciferase luminescence, overnight | inhibition, % at 18.8 µM | actives 0.72% (n = 360,000) | AID 624352;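 active = inhibition of the luminescence signal of 40% or more relative to plate controls, in a single-dose primary screen at 18.75 µM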
# NR2E3 ag-1: agonists of human NR2E3 nuclear receptor; Q9Y5X4; CHO-S Gal4-NCOR/VP16-NR2E3 two-hybrid, luciferase; inhibition of corepressor binding, % at 3.98 µM; actives 0.35% (n = 360,000); AID 602229;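 active = inhibition above the mean of all tested compounds plus 3 SD, cut at about 70% in these data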;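 note: 0% = DMSO with NR2E3 transfected cells and 100% = cells lacking NR2E3 construct; higher means lower luciferase signal from less NR2E3 corepressor binding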
# Target sequence (Q9Y5X4 whole entry, looked up, the tested form may be a part): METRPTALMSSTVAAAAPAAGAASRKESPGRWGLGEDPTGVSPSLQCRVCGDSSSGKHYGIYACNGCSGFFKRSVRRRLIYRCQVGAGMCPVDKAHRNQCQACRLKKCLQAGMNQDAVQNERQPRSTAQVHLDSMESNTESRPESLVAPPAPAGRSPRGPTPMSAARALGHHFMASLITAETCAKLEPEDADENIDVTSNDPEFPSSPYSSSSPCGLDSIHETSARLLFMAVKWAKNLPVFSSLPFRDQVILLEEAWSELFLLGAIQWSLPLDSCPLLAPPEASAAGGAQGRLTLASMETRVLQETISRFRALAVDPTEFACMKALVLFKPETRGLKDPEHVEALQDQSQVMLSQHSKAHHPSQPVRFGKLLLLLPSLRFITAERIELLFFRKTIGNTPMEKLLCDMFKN
# NR2E3 ag-2: activates human photoreceptor nuclear receptor NR2E3. Q9Y5X4. GST-NR2E3/biotin-RetCOR TR-FRET, 1536-well. inhibition of corepressor binding, % at 4.78 µM. actives 0.12% (n = 320,000). AID 2300;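 active = percent inhibition above the cutoff of mean plus 3 SD of all tested compounds, set per screening campaign, cut at about 20% in these data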;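 note: 0% = DMSO wells and 100% = biotin wells as full block of FRET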
#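 Format: 1536-well format; test system: GST-NR2E3 and biotin-RetCOR proteins; read-out basis: percent inhibition of TR-FRET ratio; timing: 5 h incubation at 4 °C; detection: time-resolved FRET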
# PDI turbidity: blocks human protein disulfide isomerase activity; P07237; PDI insulin aggregation turbidity, A650, 90 min; inhibition, % at 10 µM; actives 0.052% (n = 350,000); AID 588391;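 active = mean inhibition across replicates of 30% or more, whatever share of single replicates reach that level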;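 note: absorbance from insulin aggregation driven by PDI reduction with DTT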
# Target sequence (P07237 whole entry, looked up): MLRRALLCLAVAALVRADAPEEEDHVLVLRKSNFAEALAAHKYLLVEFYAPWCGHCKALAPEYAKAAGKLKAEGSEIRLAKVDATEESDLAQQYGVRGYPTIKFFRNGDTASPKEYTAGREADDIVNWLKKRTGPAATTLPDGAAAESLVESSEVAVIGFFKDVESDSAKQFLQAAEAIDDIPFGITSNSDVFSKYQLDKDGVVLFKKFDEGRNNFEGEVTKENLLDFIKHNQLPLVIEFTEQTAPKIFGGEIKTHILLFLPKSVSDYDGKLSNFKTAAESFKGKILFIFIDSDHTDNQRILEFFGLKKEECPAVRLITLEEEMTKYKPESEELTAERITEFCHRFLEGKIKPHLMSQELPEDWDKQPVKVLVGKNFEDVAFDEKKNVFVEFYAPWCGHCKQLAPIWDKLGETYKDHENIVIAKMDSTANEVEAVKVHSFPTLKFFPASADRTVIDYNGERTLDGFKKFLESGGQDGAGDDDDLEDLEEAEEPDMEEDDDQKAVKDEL
# CF NFkB block: cystic fibrosis NF-kB activation inhibition; KKLEB NF-kB-GFP reporter, PAF-induced, GFP fluorescence overnight; actives 0.86% (n = 360,000); inhibition, % at 5 µM;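 active = at least 50% inhibition at 5 µM, scaled per plate between neutral and stimulator controls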;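 note: PAF is a Pseudomonas aeruginosa culture filtrate used as stimulus; plate controls were PAF-stimulated DMSO wells for no effect and unstimulated DMSO wells for full effect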
# Peg3 prom inh: Peg3 promoter activity inhibition; inhibition, % at 20 µM; HeLa PEG-Prom luciferase reporter, luminescence, overnight; actives 1.7% (n = 360,000);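 active = inhibition of at least 50% at 20 µM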
# CaV13 FRET inh: Primary screen for inhibitors of IQ motif and Ca2+-dependent inactivation inhibitor domain binding in CACNA1D, Förster resonance energy transfer in living cells, …. HEK cells, CFP/YFP FRET ICDI-IQ, plate reader, 10 min; percent FRET-ratio fall versus neutral wells. inhibition, % at 12.3 µM. actives 0.098% (n = 340,000). AID 743397;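 active = mean replicate inhibition of at least 30% and at least 1% of replicates passing that level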;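 note: 0% = median of the neutral control wells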
# KKLEB cytotox: counter-screen for CF NF-kB inhibitors: cytotoxicity | KKLEB CF airway cells viability, ATPlite luminescence, overnight; stronger effect = lower value; cells stimulated with P. aeruginosa culture filtrate | activity change (cytotoxicity), % at 5 µM | actives 0.36% (n = 360,000) | AID 602141;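 active = corrected activity change at or below -50% at 5 µM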
# Vif inh: inhibitors of HIV Vif; HEK293T cells, Vif self-association by quenched fluorescence, imaging, 24 h; inhibition, % at 7.49 µM; actives 0.35% (n = 340,000); AID 602346; in the data active = inhibition above about 50%, passing the limit was not always enough; note: some results filed as inactive read as strong as hits
# Shn3 inh set2: inhibitors of Schnurri-3 3'UTR reporter in osteoblasts; actives 0.52% (n = 360,000); AID 588674; Clone20 osteoblast Shn3 3'UTR firefly luciferase, 24 h; inhibition, % at 12.5 µM;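 active = mean inhibition of at least 75% with every replicate also reaching 75%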;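 note: 0% = median of neutral control wells and 100% = pilot-screen positive control compound; some compounds past the cut are filed as inactive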
# * marks the source's active call; other numbers are inactive results; . = no result given.
SMILES,TRPM1 prom inh,HIF-2a inh,NR2E3 ag-1,NR2E3 ag-2,PDI turbidity,CF NFkB block,Peg3 prom inh,CaV13 FRET inh,KKLEB cytotox,Vif inh,Shn3 inh set2
COc1ccc(OCC(=O)N2CCCC2=O)c([N+](=O)[O-])c1,0.1,14.5,-16.7,3.8,-3.7,-7.1,8.9,.,12.4,12.2,-9.9
CNC(=S)N(Cc1ccco1)Cc1cc2cc3c(cc2[nH]c1=O)OCCO3,-1.7,8.7,5.0,1.2,-0.7,5.5,3.0,-3.0,-5.6,14.1,-13.8
CCOC(=O)C1=CC[C@@H](c2ccc(OC)cc2)N(S(=O)(=O)c2ccc(C)cc2)[C@H]1CC,.,24.9,-32.2,.,.,25.9,13.2,-4.0,-29.7,-5.5,6.7
COc1cccc(NC(=O)N2CCc3nc(NCc4cccc(Oc5ccccc5)c4)ncc3C2)c1,.,-18.1,36.9,.,5.1,18.9,-0.2,-10.5,-0.1,-2.7,57.1
CCC(Sc1nc2cc(OC)c(OC)cc2c(=O)n1CCc1ccc(OC)c(OC)c1)C(=O)NCCOC (configuration not stated),-8.3,17.8,-12.4,1.2,-14.0,3.3,27.2,-6.5,-14.5,-1.2,3.1
Cc1sc2nc(CSCC(=O)NC3(C#N)CCCCC3)[nH]c(=O)c2c1C,-10.9,5.5,-22.6,-0.8,10.3,-21.2,-2.0,-6.0,5.7,-3.0,-4.1
CC1Cc2ccccc2N1C(=O)COC(=O)/C=C/c1cccc(F)c1 (configuration not stated),-3.9,8.5,-10.4,-7.8,0.1,-10.9,3.8,-19.5,18.4,0.3,-1.5
Cc1ccc([C@@H]2CC=C(C(=O)O)[C@H](c3ccc(Br)cc3)N2S(=O)(=O)c2ccccc2C)cc1,-1.8,23.4,63.6,.,9.4,10.4,14.9,-8.5,12.5,-3.4,4.6
CCOC(=O)c1c(C)[nH]c(C(=O)COC(=O)c2ccccc2NC(=O)c2ccco2)c1C,8.3,-1.8,-40.7,-1.3,-2.1,7.5,8.5,-4.7,-7.5,-2.4,11.4
CCCCn1c(N)c(N(CC(C)C)C(=O)c2ccc(OCc3c(C)noc3C)cc2)c(=O)[nH]c1=O,-2.3,-2.8,-24.9,-0.8,-9.7,-11.9,3.7,-5.2,-0.1,6.2,1.4
NC(=O)c1ccc(NC(=O)COC(=O)C2(c3ccccc3F)CCCC2)cc1,8.3,26.7,4.5,-0.6,13.9,-20.6,7.0,-5.3,5.2,.,-2.3
C=C1CSc2nc(=O)c3c4c(sc3n21)CCCC4,-2.7,16.7,-21.6,-0.5,5.8,-2.5,9.1,.,7.8,-1.5,-5.7
CC(C)N1CCN(C(=O)c2cccc(Cl)c2)CC1,-2.8,16.9,-22.9,4.6,6.0,1.8,-2.9,-4.5,-13.2,0.1,-20.6
CCc1ccc(-n2c(SCC(=O)N3Cc4ccccc4CC3C(=O)O)nnc2-c2ccncc2)cc1 (configuration not stated),-3.4,17.4,-10.8,1.5,0.8,-14.1,7.7,6.3,7.0,9.5,.
CC(C)(C)C(=O)O/N=C(\N)c1ccc(Oc2cc(Cl)cc(Cl)c2)c([N+](=O)[O-])c1,-2.5,18.7,-28.4,-3.6,-9.3,-10.3,26.6,-4.6,-0.5,7.9,14.6
O=C(CS(=O)(=O)c1ccccc1)Nc1ccc(Cl)cn1,-3.9,-35.6,-14.4,2.2,-3.2,19.0,-39.2,-3.6,-3.3,-2.0,-14.0
CCc1nc2ccc(C(=O)N3CCN(S(=O)(=O)CC)CC3)cn2c1N(C=O)Cc1ccc(OC)cc1,.,-6.0,8.9,.,-8.5,15.6,-5.8,-11.3,1.3,4.0,4.4
Cc1ccc(S(=O)(=O)N(C)C[C@H]2Oc3cc(C#Cc4ccccc4)ccc3S(=O)(=O)N([C@H](C)CO)C[C@@H]2C)cc1,.,16.2,-20.8,.,1.6,7.9,3.8,-5.4,-18.4,-4.8,7.1
CCOc1ccccc1OCCCOc1ccc(C)cc1Br,-26.3,-172.3,-68.4,-0.8,1.3,-3.4,-103.7,-0.3,-3.6,-11.1,-26.9
Cc1cccc(N(C(=O)Cc2cccs2)C(C(=O)NC2CCCC2)c2ccncc2)c1 (configuration not stated),-12.1,19.2,-17.1,2.4,13.5,8.6,5.9,-3.5,-2.6,17.8,18.8
CC(=O)c1ccc(NC(=O)c2cc(CC(C)C)nc3ccccc23)cc1,-26.1,-115.8,-7.4,.,-5.1,9.8,-64.4,-20.3,0.9,12.3,1.9
Cc1ccc(C)c(OCCC(=O)Nc2ccccc2C(=O)NC2CC2)c1,8.9,16.7,30.0,.,0.0,-2.1,18.2,-10.8,-7.4,-1.8,-2.0
COc1cc(SC)ccc1C(=O)NCCOc1c(C)cc(C)cc1C,1.1,17.3,-20.4,-1.4,-4.9,-11.9,16.1,-6.6,-4.0,-2.9,-10.4
COc1cccc(-c2nc(S(=O)(=O)c3ccccc3)c(N3CCOCC3)o2)c1,5.4,-4.7,-4.9,-0.1,2.0,5.2,23.5,-8.5,11.9,.,1.0
Cc1c(/C=N/NC(=O)COc2ccccc2[N+](=O)[O-])c2ccccc2n1C,5.9,-6.5,-9.6,1.6,-26.6,13.1,17.3,-3.1,-16.1,6.5,16.1
CCC(=O)Nc1c(S(=O)(=O)c2ccccc2)c2nc3ccccc3nc2n1Cc1ccccc1,-0.6,17.9,-3.1,1.7,-2.6,-5.6,31.7,-3.7,13.1,-13.7,-16.3
O=C1C=C(c2ccccc2)C[C@@H](c2ccc(Cl)cc2)C1,-23.7,-37.1,14.5,1.7,5.5,-2.2,-3.8,-4.6,-5.0,-3.3,-7.7
CC1(C#CC[N+]2(C)CCCCC2)CCC2C(O1)c1ccccc1OC2(C)C (configuration not stated),0.8,8.2,7.6,0.6,-1.2,8.8,1.9,11.1,-8.7,-1.9,-12.1
CCOC(=O)C1CCN(C(=O)C2CCN(S(=O)(=O)c3c(C)noc3C)CC2)CC1,-10.2,22.1,-3.2,-0.9,2.6,-3.4,9.7,-2.1,-2.3,13.9,-4.1
O=C(CCCN1C(=O)c2ccccc2C1=O)NC1CCCCCC1,1.7,8.1,-6.5,0.3,-3.3,1.6,-4.9,-3.2,-3.3,3.1,1.3
CC1(C)Nc2ccc(O)cc2-c2c1ssc2=S,12.8,1.3,-27.9,-4.0,-3.5,33.8,-4.5,-0.2,-6.7,1.6,-11.8
COc1ccc(C(=O)N2[C@@H](C(C)C)COc3cc(Br)ccc3S2(=O)=O)cc1,-6.5,-18.0,-22.7,.,7.5,39.1,55.3*,-2.9,14.4,-3.0,1.4
COc1cccc(/C=C/C(=O)N2CC(C)OC(C)C2)c1OC (configuration not stated),8.5,-1.8,-8.2,2.3,-9.2,14.5,-4.4,-3.5,-1.6,21.8,-56.7
CCOc1ccc(Br)cc1S(=O)(=O)NC1=NCCCCC1,2.9,7.8,-30.7,.,-17.0,-10.2,2.7,-5.2,1.9,-10.2,-0.1
NNC(=O)C(=O)Nc1ccc(O)cc1,-5.1,11.5,22.2,-0.7,-1.3,-13.0,-5.2,-1.9,14.6,-3.0,-15.6
O=[N+]([O-])c1ccc(O)c(/C=N/n2c(-c3ccccc3)n[nH]c2=S)c1,0.6,18.0,-20.5,4.5,-3.6,11.1,11.0,-5.8,0.5,2.0,8.0
CC(C)Cc1cc(C(=O)Nc2ccc(Br)cc2)no1,-108.2,-362.3,-13.3,3.3,2.6,-15.0,-327.1,3.2,4.6,-3.8,-49.0
Cc1nn(-c2ccc(Cl)nn2)c(=O)c2ccccc12,-26.6,-124.1,-19.4,0.6,-5.8,3.2,-123.3,-2.0,5.0,-3.3,-31.1
COc1cc(/C=C/C(=O)OC(C)C(=O)Nc2c(C)n(C)n(-c3ccccc3)c2=O)ccc1O (configuration not stated),-5.0,-3.0,1.2,-2.9,4.1,-6.6,-1.9,-6.4,9.1,7.0,-52.2
CCCS(=O)(=O)NC(=O)C1(C)CCN(C(=O)c2cc(-c3cccs3)oc2C)C1 (configuration not stated),.,14.6,-15.8,.,-1.3,-25.3,-13.6,-6.1,13.3,9.5,4.6
CCCCCc1cc(=O)oc2c(C(CCN3CCCCC3)c3ccc(OC)cc3)c(OC)cc(OC)c12 (configuration not stated),92.2*,-1.1,-13.7,-2.0,2.6,52.9*,102.3*,-11.0,-55.5*,-8.0,31.4
O=c1c2ccccc2nc(-c2ccccc2Cl)n1O,1.1,20.0,2.1,3.1,1.3,-17.1,4.8,-6.6,24.4,-0.1,0.4
O=C(CCN1C(=O)/C(=C\c2ccccc2)SC1=S)N1CCCCC1,-5.8,45.3*,-27.9,0.2,-1.0,33.2,94.4*,-7.4,-0.5,22.0,-36.3
O=C(Nc1ccc(Cl)cc1)Nc1ccc(N2CCC(C(F)(F)F)CC2)nc1,-7.4,8.2,14.8,2.8,-6.8,-3.2,-11.9,-3.9,1.1,-2.3,9.9
Cc1cc(C(=O)N/N=C/c2cc(Cl)cc([N+](=O)[O-])c2O)n[nH]1,-16.5,9.5,1.2,2.5,-11.2,-11.1,1.1,-16.1,8.1,16.4,-22.5
Cc1occc1C(=O)Nc1cccc(C(=O)NCc2ccccc2)c1,0.6,7.3,1.9,1.8,-3.0,-11.5,14.8,-5.0,9.2,-7.8,5.6
Cc1ccc(/C(O)=C/c2nc3cc(C)ccc3oc2=O)cc1,.,18.8,-21.9,0.7,8.8,-15.9,5.9,-2.5,17.1,2.8,-4.4
O=C(OCc1nc2ccccc2s1)[C@@H]1CCCN1S(=O)(=O)c1ccccc1F,-2.0,-139.9,-22.0,2.2,0.3,-5.0,-59.7,-1.1,6.0,6.8,-23.7
O=C(COC(=O)c1ccco1)NCC1CCCCC1,13.1,21.2,-12.1,.,6.0,1.0,-0.3,-4.8,9.5,-0.8,-16.2
COc1cc2c(cc1OC)-c1nnc(-c3cccs3)n1C1(CCCC1)C2,6.9,10.7,-15.5,1.4,4.8,-4.3,24.1,.,5.5,.,23.9
Cc1nn(CC2CC2)c(=O)n1-c1ccc(F)cc1,4.1,16.6,-9.8,3.7,-1.0,5.7,8.2,-3.0,-3.5,9.5,-4.3

# Entries of single compounds from above.
# `Cc1nn(CC2CC2)c(=O)n1-c1ccc(F)cc1` across the screens: TRPM1 prom inh = 4.1; HIF-2a inh = 16.6; NR2E3 ag-1 = -9.8; NR2E3 ag-2 = 3.7; PDI turbidity = -1.0; CF NFkB block = 5.7; Peg3 prom inh = 8.2; CaV13 FRET inh = -3.0; KKLEB cytotox = -3.5; Vif inh = 9.5; Shn3 inh set2 = -4.3
# `CNC(=S)N(Cc1ccco1)Cc1cc2cc3c(cc2[nH]c1=O)OCCO3` across the screens: TRPM1 prom inh = -1.7; HIF-2a inh = 8.7; NR2E3 ag-1 = 5.0; NR2E3 ag-2 = 1.2; PDI turbidity = -0.7; CF NFkB block = 5.5; Peg3 prom inh = 3.0; CaV13 FRET inh = -3.0; KKLEB cytotox = -5.6; Vif inh = 14.1; Shn3 inh set2 = -13.8

# Compound activity deposited in PubChem by several laboratories.
